TAAR1 ag: human TAAR1 agonism | CHO RD-HGA16 TAAR1, Fluo-8 calcium fluorescence; vehicle wells 0%, saturating PEA agonist 100% | activation, % at 3 µM | 360,000 tested, 0.99% active;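 active = activation above the mean activation of all test compounds in the run plus 3 SD, cut at about 38% in these data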
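Signal – calcium-sensitive Fluo-8 signal, excitation 470-495, emission 515-575 nm · System – RD-HGA16 (CHO) cells co-expressing Gα16 and hTAAR1 · Incubation – 17-24 h seeding, 75 min 37 °C dye, 30 min RT · Compound dosing – 3 µM single concentration · Repeats – no replicates (n 1)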
OXTR ag: human OXTR agonism; activation, % at 3 µM; 320,000 tested, 0.32% active; CHO-OTR cells, Fluo-8 calcium fluorescence; normalized: DMSO 0%, oxytocin 100%;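 active = activation above the mean of all tested compounds plus 3 SD, cutoff set per screening run, cut at about 20% in these data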;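 note: peak over basal fluorescence ratio from a 100 s FLIPR kinetic read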
M1 ag: agonists of human M1 muscarinic receptor; 360,000 tested, 0.33% active; activation, % at 3 µM; CHO-K1 hM1, Fluo-8 calcium fluorescence, agonist mode; 0% DMSO, 100% acetylcholine EC100;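 active = activation above the run's mean compound activation plus 3 SD, cut at about 16% in these data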;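 note: peak over basal fluorescence ratio within a 140 s kinetic read after compound addition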
Target sequence (P11229 whole entry, looked up): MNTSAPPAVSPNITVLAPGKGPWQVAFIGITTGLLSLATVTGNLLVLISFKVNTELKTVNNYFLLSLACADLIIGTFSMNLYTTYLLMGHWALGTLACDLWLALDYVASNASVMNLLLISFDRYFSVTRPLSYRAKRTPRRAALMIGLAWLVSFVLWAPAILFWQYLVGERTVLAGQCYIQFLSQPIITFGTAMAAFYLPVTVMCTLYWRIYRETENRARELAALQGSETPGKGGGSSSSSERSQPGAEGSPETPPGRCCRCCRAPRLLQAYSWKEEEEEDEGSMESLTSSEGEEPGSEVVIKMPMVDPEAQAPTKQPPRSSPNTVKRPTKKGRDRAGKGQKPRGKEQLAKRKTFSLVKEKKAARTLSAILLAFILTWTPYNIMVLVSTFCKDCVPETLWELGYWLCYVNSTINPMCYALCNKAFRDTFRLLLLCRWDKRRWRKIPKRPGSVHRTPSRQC
CHRM1 PAM: human CHRM1 positive allosteric modulation | P11229 | CHO-K1 hM1, Fluo-8 calcium fluorescence, ACh EC20; 0% = ACh EC20, 100% = maximal ACh | activation, % at 3 µM | 360,000 tested, 0.088% active | AID 588819; in the data active = activation above about 19%, passing the limit was not always enough
TAAR1 antagonist: antagonists of human TAAR1; Q96RJ0; CHO RD-HGA16 TAAR1, Fluo-8 calcium fluorescence, antagonist; inhibition, % at 3 µM; 360,000 tested, 1.5% active; AID 624466;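 active = inhibition above a per-plate cutoff, the mean inhibition of test compounds on that plate plus 3 SD, cut at about 49% in these data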;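 note: 0% = DMSO plus EC80 beta-PEA response and 100% = DMSO alone without agonist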
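test system = CHO RD-HGA16 cells bearing hTAAR1 | replication = singlicate | controls = DMSO-only wells and EC80 β-PEA-stimulated wells | reagent = EC80 β-phenethylamine stimulus | read-out basis = percent inhibition of PEA-evoked calcium signal, max/basal emission ratio | schedule = seeding 17-24 h prior, 75-min 37 °C, 30-min RT dye loading | signal = kinetic Fluo-8 calcium fluorescence measurement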
V1R ag counter: activates human V1a receptor in oxytocin agonist counter-screen; P37288; CHO-V1R cells, Fluo-8 calcium fluorescence, agonist mode; 0% DMSO, 100% 3 nM vasopressin; activation, % at 3 µM; 320,000 tested, 0.25% active;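 active = activation above the mean activation of all tested compounds plus 3 SD, per screening run, cut at about 20% in these data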;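 note: signal is peak over basal fluorescence ratio across a 100 second FLIPR read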
Target sequence (P37288 whole entry, looked up): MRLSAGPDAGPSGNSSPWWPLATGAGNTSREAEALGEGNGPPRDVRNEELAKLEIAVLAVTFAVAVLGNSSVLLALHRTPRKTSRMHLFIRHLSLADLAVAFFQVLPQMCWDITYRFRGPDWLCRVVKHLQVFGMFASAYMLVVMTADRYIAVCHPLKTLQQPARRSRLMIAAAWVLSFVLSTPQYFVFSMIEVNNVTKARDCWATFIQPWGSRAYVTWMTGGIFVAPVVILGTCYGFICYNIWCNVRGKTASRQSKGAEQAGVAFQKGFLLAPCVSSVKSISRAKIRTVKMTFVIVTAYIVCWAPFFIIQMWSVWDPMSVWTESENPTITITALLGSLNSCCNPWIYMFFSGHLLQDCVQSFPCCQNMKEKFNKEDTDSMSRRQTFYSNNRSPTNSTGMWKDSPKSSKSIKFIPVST
OXTR potentiator: potentiators of human oxytocin receptor; activation, % at 3 µM; 320,000 tested, 0.061% active; P30559; CHO-OTR cells, Fluo-8 calcium fluorescence, potentiator mode; 0% = oxytocin EC15, 100% = EC100;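 active = activation above that plate's cutoff, the mean activation of tested compounds plus 3 SD, cut at about 6.6% in these data, passing the limit was not always enough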;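 note: 100% uses oxytocin at 75 nM as the full agonist control; some results filed as inactive read as strong as hits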
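Measured by – Fluo-8 calcium dye fluorescence · Test system – human OTR in CHO cells · Dosing – one concentration, 3.0 µM compound · Controls – EC15 oxytocin alone as 0%, 75 nM oxytocin as 100% · Evaluation – normalized max/min fluorescence ratio, % activation · Timing – 6 min pre-incubation, 100 s read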
CHRM1 antagonist: antagonists of human M1 muscarinic receptor. P11229. CHO-K1 hM1, Fluo-8 calcium fluorescence, ACh EC80 antagonist. inhibition, % at 3 µM. 360,000 tested, 1.3% active. AID 588852;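 active = percent inhibition above its own plate's cutoff, namely the mean of that plate's compound wells plus 3 SD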;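 note: peak over basal fluorescence ratio during 140 s after agonist addition; 0% = ACh EC80 plus DMSO and 100% = DMSO alone without agonist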
CHO parental Ca: signal in parental CHO cells, OX1R antagonist counter-screen; AID 463079; inhibition, % at 5.6 µM; 330,000 tested, 0.63% active; parental CHO-K1, ATP-induced calcium, Fluo-8 fluorescence;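 active = inhibition above that plate's mean sample inhibition plus 3 SD, cut at about 26% in these data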;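 note: 0% = ATP-challenged DMSO wells and 100% = DMSO wells without ATP; some compounds past the cut are filed as inactive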
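Test system: untransfected parental CHO cell line. Compound: one dose, 5.6 µM nominal. Detection: intracellular calcium via Fluo-8 no-wash fluorescent dye. Measure: % inhibition. Benchmarks: ATP-challenged DMSO wells low, unchallenged DMSO wells high.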
The depositor's hits bear a star; . = no result given.

SMILES | TAAR1 ag | V1R ag counter | CHRM1 PAM | CHO parental Ca | M1 ag | TAAR1 antagonist | CHRM1 antagonist | OXTR ag | OXTR potentiator
CC(=O)Oc1ccc(C#C/C=C2\c3ccccc3C(=O)N2c2ccccc2)cc1 | . | 5.6 | -1 | 10 | 3 | . | 3 | 5.5 | -8
CCOc1cc2[nH]c(=S)n(CCCN(CC)CC)c(=O)c2cc1OCC | 1 | -0.9 | 7 | -10 | -5 | 5 | -9 | 0.6 | -8
Cc1cc(C)c2nc(N3CCCC(C(=O)N4CCC(C(N)=O)CC4)C3)sc2c1 (stereo not given) | 12 | -0.7 | 7 | -18 | -9 | -4 | -18 | -1.4 | 3
COc1ccccc1NC(=O)N1c2ccccc2NC(=O)CC1C (stereo not given) | 4 | 3.6 | 4 | -10 | -3 | -41 | -11 | -1.9 | -8
Cn1c(OCC2CCCO2)nc2cc(-c3ccccc3)sc2c1=O (stereo not given) | 2 | . | -4 | . | 0 | 8 | -4 | . | .
CCCC1CCC(C2=N/C(=C\c3ccc(OC)c(OC)c3)C(=O)O2)CC1 (stereo not given) | 2 | 0.2 | -5 | -7 | -2 | -3 | 0 | 0.4 | 6
COc1ccccc1CN(C)C(=O)COC(=O)c1ccc(Cl)nc1 | 0 | 0.0 | 5 | -13 | -4 | 12 | -9 | -1.4 | 1
COC(=O)c1ccc2[nH]c([C@H](C)O)c([C@H](C)O)c2c1 | 8 | 1.1 | -3 | -12 | -7 | 6 | 4 | -0.3 | 5
Cc1ccccc1CN1CCN(Cc2ccccc2C(F)(F)F)CC1 | 26 | -1.3 | -4 | -27 | -6 | 4 | 0 | -1.5 | -6
O=C(c1ccc2c3c(cccc13)C(=O)N(O)C2=O)N1CCCCC1 | 3 | 0.0 | 6 | -3 | -1 | -3 | -1 | -0.3 | -6
COc1ccc(C2C(C(=O)c3ccccc3)=C(C)Nc3nc4ccccc4n32)cc1OC (stereo not given) | 2 | -1.7 | 15 | -26 | -1 | -34 | -21 | -0.9 | -2
CN(Cc1nc2c(s1)CCCC2)C(=O)CCc1nnc(-c2ccc3c(c2)OCO3)o1 | 0 | 0.4 | 11 | -17 | -6 | -6 | -15 | -0.6 | 4
O=S(=O)(NC1CCCCC1)c1ccc(F)c2ccccc12 | 19 | -1.4 | 1 | -17 | -6 | 24 | 7 | -1.9 | -3
CC(=O)N(C)c1ccc(N=Nc2c(C)[nH]n(C(N)=S)c2=O)cc1 | 2 | 0.2 | 9 | -1 | -5 | -8 | -3 | 0.0 | 0
COC(=O)C1=NN(N=O)C2(CC(=O)N(c3cc(C)cc(C)c3)C2=O)C1 (stereo not given) | 2 | 1.4 | 2 | -23 | -4 | 6 | 3 | 0.0 | -18
Cc1ccc(CN(Cc2ccco2)C(=S)NCC(=O)O)cc1 | -1 | 0.2 | 5 | 8 | -5 | 6 | -6 | 0.2 | -6

Whole records, quoted from the list. Order of screens: TAAR1 ag, V1R ag counter, CHRM1 PAM, CHO parental Ca, M1 ag, TAAR1 antagonist, CHRM1 antagonist, OXTR ag, OXTR potentiator
CC(=O)N(C)c1ccc(N=Nc2c(C)[nH]n(C(N)=S)c2=O)cc1 is entered as 2, 0.2, 9, -1, -5, -8, -3, 0.0, 0
O=S(=O)(NC1CCCCC1)c1ccc(F)c2ccccc12 is entered as 19, -1.4, 1, -17, -6, 24, 7, -1.9, -3

The list continues:
SMILES | TAAR1 ag | V1R ag counter | CHRM1 PAM | CHO parental Ca | M1 ag | TAAR1 antagonist | CHRM1 antagonist | OXTR ag | OXTR potentiator
CCNC(=O)Cn1cnc2c1c(=O)n(C)c(=O)n2C | 0 | 1.0 | 3 | 1 | -3 | 18 | -7 | 2.1 | -10
CC(=O)Nc1ccc(S(=O)(=O)Nc2cccc(C(=O)NC(C)(C)C)c2)cc1 | 7 | -0.3 | -6 | -2 | -2 | -19 | 18 | -0.4 | -4
COc1ccc(OC)c(NC(=O)c2[nH]c(C)c(C(C)=O)c2C)c1 | 8 | -1.0 | 5 | -15 | -6 | -8 | -2 | -1.2 | 1
COc1ccc(S(=O)Cc2ccc(C(=O)N3CCN(C(=O)c4ccco4)CC3)o2)cc1 (stereo not given) | 3 | 0.1 | 12 | -15 | -1 | 3 | -8 | 0.2 | -9
CCc1[nH]nc2c1C1(CCN(C(=O)c3ccccc3)CC1)C(C#N)=C(N)O2 | 2 | -0.7 | 1 | 0 | -5 | 19 | -2 | 0.0 | -1
CCCCNC(=S)Nc1ccc2[nH]c(=O)[nH]c2c1 | 1 | 0.0 | 3 | -2 | -1 | -15 | 1 | -0.1 | -10
COc1ccc(NC(=O)CCNS(=O)(=O)c2cccc3nsnc23)cc1 | 3 | 0.0 | 0 | -2 | -4 | -4 | 8 | -0.8 | 0
O=C(NCCCN1CCOCC1)c1ccc(CNS(=O)(=O)c2ccc(F)cc2)cc1 | 4 | 1.1 | 12 | -11 | 3 | -1 | 9 | 0.2 | -1
CN=C(C)C1=C(O)C(C(=O)OC)C(C)(C)CC1=O (stereo not given) | -1 | 0.1 | 5 | -6 | -2 | -14 | -1 | 0.3 | 5
Cc1ccccc1N1CCN(S(=O)(=O)c2ccccc2)CC1 | 3 | -1.1 | 0 | -7 | -7 | -9 | 7 | -2.1 | -6
CCc1c(-c2ccccc2)[n+](=O)c2c(n1[O-])CCC2 | 1 | 0.1 | 2 | 0 | -2 | -12 | 4 | 1.9 | -6
O=C1CC(c2ccccc2)=Nc2ccccc2N1Cc1ccccc1 | -1 | -0.9 | -12 | -16 | -11 | 0 | -4 | -1.6 | 5
CCCNC(=O)CNC(=S)N(Cc1cc(OC)c(OC)c(OC)c1)C1CCCC1 | 2 | 0.3 | -2 | 4 | -5 | -25 | 6 | -1.2 | -3
O=[N+]([O-])c1ccc(Cl)cc1Sc1nc2ccccc2o1 | -1 | -1.9 | -3 | -19 | -1 | -13 | -13 | -2.4 | -3
Clc1ccc(-c2csc(Nc3cccnc3)n2)cc1 | -2 | -1.2 | 6 | -18 | -3 | -24 | -7 | -2.8 | -9
CC(=O)c1cccc(NC(=O)C(OC(=O)c2ccccc2NS(=O)(=O)c2cccs2)c2ccccc2)c1 (stereo not given) | 1 | 1.9 | 5 | 3 | -4 | 16 | 1 | 0.9 | -8
O=C1NC(=O)C2(CCCCC2C2CCCCC2)N1 (stereo not given) | 3 | . | 10 | . | -4 | 1 | -14 | . | .
CSCc1c(C(=O)Nc2ccccc2N2CCOCC2)oc2ccccc12 | 16 | -0.5 | 1 | -15 | -3 | -9 | -2 | -1.4 | -4
CCCn1nnnc1NC(=O)COc1ccc(Cl)cc1C | 2 | 0.2 | -1 | -8 | -4 | -3 | 3 | 0.2 | -1
O=C(NC1CCN(C(=O)NCc2ccccc2)CC1)c1ccc(F)cc1 | -1 | 1.2 | 8 | -10 | -3 | 1 | -14 | 0.6 | 0
CC(C)C[C@H](CO)Nc1nc(Nc2cccc(Cl)c2)c2ncn(C(C)C)c2n1 | 5 | -1.2 | 2 | -17 | -8 | 3 | 2 | -1.8 | -12
Cc1cc(C)n(C2CCCCC2OC(=O)CCc2ccccc2)n1 (stereo not given) | 1 | -2.2 | 9 | -16 | -4 | -30 | -10 | -2.9 | -3
CCCCOc1ccc(-c2c(C#N)c(N)nc(SCC(N)=O)c2C#N)cc1 | 3 | -0.7 | -1 | -4 | -3 | 1 | -6 | 1.3 | -17
CC(=O)c1c(C)[nH]c(C(=O)CN2C(=O)NC3(CCCCC3)C2=O)c1C | 3 | . | 7 | . | 0 | -16 | -17 | . | .
COCc1nnc(NS(=O)(=O)c2ccc(Cl)cc2)s1 | 0 | . | 7 | . | -3 | -1 | -13 | . | .
CCOC(=O)C1CCN(S(=O)(=O)c2ccc(CN3C(=O)c4cccnc4C3=O)cc2)CC1 | 0 | 3.5 | 2 | -20 | -3 | 0 | -1 | -1.1 | -1
CCCn1cc(CN2CCC(Cc3ccccc3)(C(=O)OCC)CC2)c(C)n1 | 0 | -0.1 | -13 | -30 | -14 | 1 | 3 | -0.1 | -4
Cc1nc(N)ncc1CCC1OCCO1 | 1 | . | -2 | . | -4 | -29 | -7 | . | .
CSc1ccc(NC(=O)N2CC(C)OC(C)C2)cc1 (stereo not given) | 6 | 7.9 | 0 | -9 | -3 | -6 | -3 | -0.8 | 6
CCC(=O)c1cn(CC(=O)NCC2CCCO2)c2ccccc12 (stereo not given) | 1 | 1.0 | 14 | -7 | -2 | -10 | -10 | -0.1 | -6
Cc1cccc(-n2c(CCCN3C(=O)c4ccccc4C3=O)nc3ccccc3c2=O)n1 | -1 | . | 6 | . | -1 | -5 | -28 | . | .
Cc1ccc(-n2ncc3c2CCCC3NC(=O)CCc2c(C)noc2C)cc1C (stereo not given) | 1 | 2.0 | -6 | -2 | -4 | -7 | 13 | 0.6 | -7
O=C(NNC(=O)c1ccccc1O)c1ccc(S(=O)(=O)Nc2ccccc2F)cc1 | 1 | 1.1 | 6 | -8 | -1 | -8 | -9 | -0.5 | -5

Among those listed so far, these contain a Cl atom.
SMILES | TAAR1 ag | V1R ag counter | CHRM1 PAM | CHO parental Ca | M1 ag | TAAR1 antagonist | CHRM1 antagonist | OXTR ag | OXTR potentiator
COc1ccccc1CN(C)C(=O)COC(=O)c1ccc(Cl)nc1 | 0 | 0.0 | 5 | -13 | -4 | 12 | -9 | -1.4 | 1
O=[N+]([O-])c1ccc(Cl)cc1Sc1nc2ccccc2o1 | -1 | -1.9 | -3 | -19 | -1 | -13 | -13 | -2.4 | -3
Clc1ccc(-c2csc(Nc3cccnc3)n2)cc1 | -2 | -1.2 | 6 | -18 | -3 | -24 | -7 | -2.8 | -9
CCCn1nnnc1NC(=O)COc1ccc(Cl)cc1C | 2 | 0.2 | -1 | -8 | -4 | -3 | 3 | 0.2 | -1
CC(C)C[C@H](CO)Nc1nc(Nc2cccc(Cl)c2)c2ncn(C(C)C)c2n1 | 5 | -1.2 | 2 | -17 | -8 | 3 | 2 | -1.8 | -12
COCc1nnc(NS(=O)(=O)c2ccc(Cl)cc2)s1 | 0 | . | 7 | . | -3 | -1 | -13 | . | .

Screening data: PubChem, The Scripps Research Institute Molecular Screening Center
